# Assay outcomes: PubChem BioAssay, National Center for Advancing Translational Sciences (NCATS)
# HCMV antiviral: human cytomegalovirus inhibition | HFF cells, HCMV-luciferase reporter, 72 h; active compounds read low | activity change, negative = inhibition, % at 57.5 µM | 4.5% of 410,000 active | AID 1259415; in the data active = activity change below about -60%; inconclusive = no clear call, values can overlap the other calls; inactive = above about -39%
#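 Inhibition of viral replication was scored as loss of reporter luminescence in HFFs infected with HCMV-luciferase (MOI 1 PFU/cell) for 72 h; compounds tested at 2 doses, normalized to buffer and Salinomycin controls.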
# TbPYK inhibitor: blocks Trypanosoma brucei pyruvate kinase; TbPYK enzyme, Kinase-Glo Plus ATP luminescence, 45 min; Potency, µM (titrated, usually from 76.8 µM), without a hit: top-dose activity, negative = inhibition, hits mostly inhibitors; 0.12% of 410,000 active; AID 624173; note: potency is the fitted concentration of half-maximal effect; nearly all actives have a fitted effect of over 50% in size
#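 T. brucei PYK with substrate was exposed to pin-transferred compounds across a concentration series, then started with 130 uM ADP (final). After 45 min at room temperature, Kinase-Glo Plus luminescence was read, normalized and curve-fitted.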
# AmpC detergent: AmpC beta-lactamase inhibition with detergent present. P00811. AmpC hydrolysis of nitrocefin, absorbance 480 nm, 0.01% Triton. Potency, µM (highest dose often 114 µM), for the others: at the highest dose activity change, negative = inhibition, usual class: inhibitors. 0.041% of 370,000 active;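 note: potency is the fitted concentration of half-maximal effect; 0% = no-compound wells and -100% = no-enzyme wells; nearly all actives have a fitted effect of over 25% in size; some results filed as inactive show a strong effect at the top dose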
# Target sequence (P00811 whole entry, looked up): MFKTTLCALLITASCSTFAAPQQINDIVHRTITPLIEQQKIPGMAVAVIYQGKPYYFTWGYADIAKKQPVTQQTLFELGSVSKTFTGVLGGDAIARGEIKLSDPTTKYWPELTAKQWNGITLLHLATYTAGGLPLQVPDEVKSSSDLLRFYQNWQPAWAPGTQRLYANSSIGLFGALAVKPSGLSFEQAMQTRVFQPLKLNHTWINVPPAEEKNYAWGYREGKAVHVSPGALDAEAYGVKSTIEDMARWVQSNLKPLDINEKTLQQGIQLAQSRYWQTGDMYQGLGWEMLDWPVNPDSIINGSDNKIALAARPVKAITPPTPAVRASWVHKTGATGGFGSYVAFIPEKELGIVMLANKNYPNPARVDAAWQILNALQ
#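 20 mM phosphate pH 7.0 + 0.01% (detergent screen) or 0.0001% Triton X-100; 5.3 nM AmpC reagent; cpd preinc 15 min RT; nitrocefin (800 uM stock) to start; A480 q20 s × 4 min; Activity was normalised to no-enzyme and no-compound control wells.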
# AMA1-RON2 inh: AMA1-RON2 (P. falciparum) interaction inhibition; 0.2% of 360,000 active; AlphaScreen AMA1-biotinylated RON2 peptide binding; Potency, µM (highest dose often 58.2 µM), for inactives: at the highest dose activity change, negative = inhibition, most hits filed as inhibitors; AID 720542;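 note: potency is the fitted concentration of half-maximal effect; 0% = vehicle wells and -100% = peptide control; nearly all actives have a fitted effect of over 45% in size; some results filed as inactive show a strong effect at the top dose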
#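 AMA1 (3D7) with his tag at 25 nM final met compounds first, then biotinylated RON2 peptide at 25 nM; detection used donor plus acceptor beads, 10 µg/mL apiece, read by AlphaScreen after 30 min at room temperature.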
# LmPK inhibitor: LmPK (Leishmania mexicana) enzyme inhibition. Q27686. purified LmPK, Kinase-Glo ATP luminescence, 1 h. Potency, µM (doses to about 57.5 µM), inactives show top-dose activity change, negative = inhibition, usual class: inhibitors. 0.37% of 290,000 active. AID 1721; note: potency is the fitted concentration of half-maximal effect
# Target sequence (Q27686 whole entry, looked up): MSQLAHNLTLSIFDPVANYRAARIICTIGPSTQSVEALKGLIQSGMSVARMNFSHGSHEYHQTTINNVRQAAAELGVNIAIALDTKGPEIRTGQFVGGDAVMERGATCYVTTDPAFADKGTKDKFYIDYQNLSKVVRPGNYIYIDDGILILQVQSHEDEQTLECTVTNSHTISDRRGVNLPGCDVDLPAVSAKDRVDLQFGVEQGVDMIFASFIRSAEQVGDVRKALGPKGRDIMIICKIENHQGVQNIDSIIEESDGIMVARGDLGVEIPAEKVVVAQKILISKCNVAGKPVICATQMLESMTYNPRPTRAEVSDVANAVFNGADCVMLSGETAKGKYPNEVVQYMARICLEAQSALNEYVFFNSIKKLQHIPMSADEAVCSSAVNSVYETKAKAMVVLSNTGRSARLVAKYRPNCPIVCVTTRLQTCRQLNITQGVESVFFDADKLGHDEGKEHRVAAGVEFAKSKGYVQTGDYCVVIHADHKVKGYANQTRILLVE
#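 Purified LmPK (0.1 nM) converted ADP (0.1 mM) to ATP with PEP (0.5 mM) in imidazole buffer pH 7.2 with KCl and MgCl2, 1 h at room temperature. ATP was read by Kinase-Glo luminescence; data normalized to uninhibited and no-enzyme controls.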
# HCV inhibitor: inhibitors of hepatitis C virus infection; AID 651820; Potency, µM (highest dose often 41.8 µM), without a hit: at the highest dose activity change, negative = inhibition, usual class: inhibitors; Huh7.5.1 HCVcc-Cre infection, luciferase reporter, 44 h; 3.4% of 340,000 active; note: potency is the fitted concentration of half-maximal effect
#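 Antiviral activity was scored by luciferase reporter output from cells infected with HCVcc-Cre (~0.5 moi) in presence of compound, 44 h infection period, cells seeded 1,000/well 4 h prior.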
# AmpC no deterg: inhibitors of E. coli AmpC beta-lactamase without detergent | P00811 | AmpC nitrocefin hydrolysis, absorbance 480 nm, 0.0001% Triton | Potency, µM (series often up to 57.1 µM), for inactives: top-dose activity change, negative = inhibition, actives largely listed as inhibitors | 0.52% of 330,000 active | AID 485341;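 note: potency is the fitted concentration of half-maximal effect; plate controls were no compound for no effect and no enzyme for full effect; nearly all actives have a fitted effect of over 20% in size; some results filed as inactive show a strong effect at the top dose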
#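 AmpC (5.3 nM in the dispensed reagent) in 20 mM phosphate pH 7.0 with 0.01% (detergent screen) or 0.0001% Triton X-100 was preincubated with compounds for 15 min at room temperature. Nitrocefin was then added from an 800 uM solution, and hydrolysis was followed at 480 nm.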
# * marks the source's active call; other numbers are inactive results; ? = inconclusive; / = not tested or not shown; & = joins results of further samples; [ ] = dose if it differs, or a comment. Unless noted, calls come from the whole dose curve; as a rule, active = well fitted curve in the direction sought with a large enough effect; inconclusive = small, poorly fitted or top-dose-only effect, or another doubt; inactive = no such curve, though single readings can be large; an effect the other way counts as inactive or inconclusive. Unless noted, % is set by controls: 0 for no effect and ±100 for the full control effect. The order is random. Share with any hit: about 7.5%.
# Under each structure – HCMV antiviral	TbPYK inhibitor	AmpC detergent	AMA1-RON2 inh	LmPK inhibitor	HCV inhibitor	AmpC no deterg
- CC(=O)N1[C@H](C)C=C[C@]1(Cc1ccccc1)C(=O)NCCc1c[nH]c2ccccc12
 : /	-5%	6%	-4%	-1%	-25%	24%
- CCCCOc1ccc(C(=O)N(Cc2ccc(N(C)C)cc2)Cc2ccco2)cc1
 : 5	-3%	3%	/	/	/	/
- O=C(Nc1cccc(Cl)c1)N1CCN2C(=O)c3ccccc3C12c1ccccc1 (stereo not drawn)
 : 26	-25%	?	-15%	16%	?	-19%
- COc1ccc(/C=C(/C#N)C(=O)Nc2cccc([N+](=O)[O-])c2)cc1C(=O)O
 : -102*	-6%	?	5%	0%	?	-44%
- COc1ccc(-c2c3c(=O)n(C)c(=O)n(C)c3cn2-c2ccccc2O)cc1
 : ?	2%	3%	1%	12%	?	-39%
- CCOc1ccc(CN2CCC(C(=O)N3CCN(c4ccccc4F)CC3)CC2)cc1OC
 : -34	0%	1%	-10%	-8%	?	55%
- O=C(OCc1ccc([N+](=O)[O-])cc1)c1cc([N+](=O)[O-])ccc1N1CCOCC1
 : -27	2%	0%	-26%	/	4.5µM*	-1%
- COc1ccccc1CC(=O)N1CCN(S(=O)(=O)c2ccccc2F)CC1
 : 44	1%	/	-5%	/	14%	-5%
- COCCCNC(=O)CSc1nc2ccccc2c(=O)n1Cc1ccc2c(c1)OCO2
 : 48	-4%	-13%	-13%	0%	0%	-16%
- CCN(CC)CCN(C(=O)Cn1nnc(-c2ccc(C)o2)n1)C(C(=O)NC(C)(C)C)c1cccs1 (stereo not drawn)
 : -28	-9%	1%	-3%	5%	5%	43%
- O=C(Nc1cccs1)Nc1cccnc1Cl
 : 3	-3%	0%	-1%	-2%	-23%	19%
- CCO[C@H]1OC(C(N)=O)=C[C@@H](c2coc3ccccc3c2=O)[C@@H]1CCCO
 : 37	-1%	2%	-1%	1%	8%	4%
- O=C(CN(CC1CCCO1)C(=O)CNS(=O)(=O)c1ccccc1)NCCc1ccccc1 (stereo not drawn)
 : 5	1%	-6%	7%	1%	-2%	21%
- O=C(CCCn1c(=O)c2ccccc2n(CC(=O)NCc2ccco2)c1=O)NCc1ccco1
 : -14	3%	?	-2%	-7%	-7%&3%	-8%
- O=C1CCCC[C@@H](O)[C@H](O)C[C@H](c2ccccc2)O1
 : -8	-1%	/	-1%	/	/	/
- Cc1ccc(C(=O)C2(C)N(O)C(C)C(c3cccs3)=[N+]2[O-])cc1 (stereo not drawn)
 : 5	-6%	-5%	-5%	-5%	-4%	-7%
- COc1ccccc1N(CC(=O)N1CCCC1)S(=O)(=O)c1cc([N+](=O)[O-])ccc1Cl
 : -10	1%	/	-1%	/	8%	-14%
- C/C(=N\NC(N)=S)C1(C)CC2(CC(C)(C)OC2=O)C(=O)O1 (stereo not drawn)
 : 20	4%	5%	103%[activator]	7%	16%	-20%
- CC(=O)N1CCN(S(=O)(=O)c2ccc(C)cc2)C1c1ccc(N(C)C)cc1 (stereo not drawn)
 : -6	9%	-7%	14%	17%	4%	45%
- Cn1c(N2CCN(C(=O)Nc3ccc(C(F)(F)F)cc3)CC2)nc2ccccc21
 : -38	-23%	?	0%	-1%	?	-5%
- C=CCn1c(SCC(=O)N2CCC(C)CC2)nc2c([nH]c3ccccc32)c1=O
 : -18	-13%	/	4%	/	/	/
- Cc1ccccc1-n1c(SCC(=O)NCc2cccs2)nc2ccccc2c1=O
 : -25	-11%	-6%	11%	0%	?	-54%
- COc1ccc2oc(=O)c(-c3cn4c(n3)sc3cc(OC)ccc34)cc2c1
 : -16	2%	10%	/	/	/	/
- O=C(NC(Cc1ccc(O)cc1)C(=O)O)c1ccc2c(c1)OCO2 (stereo not drawn)
 : -7	1%	0%	12%	/	-4%	-14%
- O=C(O)C1CC(=O)n2c(nc3ccccc32)S1 (stereo not drawn)
 : -17	-13%	4%	14%	-6%	21%	-20%
- O=C(Cn1nnc(-c2ccc(F)cc2)n1)N1CCCCC1
 : -38	-26%	3%	1%	2%	10%	-1%
- CCCCn1c(=S)[nH]c2ccc(N3CCOCC3)cc2c1=O
 : /	/	8%	/	5%	/	-28%
- Cc1ccccc1CS(=O)(=O)CCC(=O)NCCCN1CCN(c2ccccc2F)CC1
 : -23	-8%	-5%	-2%	-3%	?	108%[activator]
- C=CCc1ccc(OCC(O)CN2CCN(c3ccccc3OC)CC2)c(OC)c1 (stereo not drawn)
 : -7	3%	-3%	-8%	-1%	?	156%[activator]
- Cc1cc2cc(CNC(=O)COc3ccccc3)ccc2n1C
 : 19	3%	4%	-12%	5%	3%	-24%
- C=CCOc1cccc(C(=O)N2CCCC(CCC(=O)NCc3ccccc3F)C2)c1 (stereo not drawn)
 : 25	3%	-9%	6%	-3%	-14%	77%[activator]
- Cc1ccc(NC(=O)c2oc3ccc(S(=O)(=O)N4CCC5(CC4)OCCO5)cc3c2C)cc1Cl
 : -19	1%	-6%	/	/	/	/
- Cc1cc(C)cc(NC(=O)CCn2c(=S)[nH]c3ccccc3c2=O)c1
 : ?	-6%	-3%	122%[activator]	4%	-18%	-24%
- Fc1ccc(-n2nnc(-c3cccnc3Cl)n2)cc1
 : 0	-1%	9%	34%[activator]	-26%	12%	-5%
- Cc1nc2ccccc2c(=O)n1-c1ccncc1
 : 15	1%	-8%	0%	0%	16%	-1%
- O=C1CSC(=S)N1N=Cc1c[nH]c2ccc(Br)cc12
 : 20	-2%	/	128%[activator]	/	/	/
- Cc1ccc2oc(=O)n(CCNC(=O)Nc3ccccc3C)c2c1
 : -10	-15%	22%	/	/	/	/
- O=C1N(Cc2cccc(C(F)(F)F)c2)c2ccccc2S(=O)(=O)N1c1cccc(Cl)c1
 : -19	-4%	-1%	/	/	/	/
- COc1ccc(C2C=C(c3ccccc3)Nc3nc(NC(C)=O)nn32)cc1 (stereo not drawn)
 : -8	0%	20%	/	-1%	9%	-18%
- COc1ccc(OC)c(-c2cc(C(=O)Nc3cnn(Cc4ccc(Cl)cc4Cl)c3)no2)c1
 : -19	0%	13%	/	/	/	/
- CC(NC(=O)/C(=C\c1ccco1)NC(=O)c1ccccc1Br)C(=O)O (stereo not drawn)
 : 22	-1%	0%	-6%	9%	19%	-23%
- CCOC(=O)Cc1csc(NC(=O)c2cc(-c3ccncc3)nc3ccccc23)n1
 : -22	0%	8%	3%	/	?	170%[activator]
- CN(C[C@H](Cc1ccccc1)N(C[C@H](Cc1ccccc1)N(CCc1cc(C(F)(F)F)cc(C(F)(F)F)c1)N=O)N=O)N=O
 : 20	2%	-2%	-5%	2%	13%	-8%
- CCOC(=O)c1c(NC(=O)OC)sc(C(=O)N(C)C)c1C
 : -18	?	-3%	6%	3%	-23%	-6%
- Cc1ccc(-n2cc(C(=O)c3cc(Cl)ccc3O)cc(C#N)c2=O)cc1
 : ?	-2%	?	0%	4%	?	-36%
- O=C1C(C=NCCCn2ccnc2)=C(O)c2ccccc21
 : -13	-7%	/	-17%	/	19%	/
- O=S(=O)(/N=C(/Nc1ccccn1)c1ccccc1)c1ccccc1
 : -12	4%	?	6%	11%	0%	-4%
- COC(=O)c1[nH]c2ccc(C)cc2c1NC(=O)Nc1ccccc1OC
 : 23	-3%	?	-7%	2%	-22%	27%
- CC1CCCCN1CC(=O)Nc1cc(S(=O)(=O)N2CCOCC2)ccc1N1CCCC1 (stereo not drawn)
 : -10	0%	-2%	29%	0%	?	78%[activator]
- NNC(=O)CCN(Cc1ccco1)S(=O)(=O)c1ccc(Cl)cc1
 : -67*	-1%	5%	53%[activator]	6%	-27%	-14%
- CC(C)(C)NC(=O)Cn1nc(C(F)(F)F)c2c1CCCC2
 : 19	-7%	2%	-3%	0%	2%	0%
- COc1ccccc1C(=O)NCCC(=O)Nc1cccc(C)n1
 : -6	-19%	4%	2%	-9%	2%	-14%
- CCOc1ccc(NC(=O)c2cn(CC(C)C)c(=O)c3c2c2ccccc2n3C)cc1
 : -10	-3%	-3%	8%	8%	8%	1%
- COc1ccc(CN(C)C(=O)CC(c2ccccc2)c2ccccc2)cc1
 : -15	-7%	3%	1%	1%	?	62%[activator]
- Cc1cccc(NC(=O)C2CCCN2S(=O)(=O)c2cccc3cccnc23)c1 (stereo not drawn)
 : /	/	-2%	/	10%	/	4%
- O=C(C1=C[C@H](c2ccccc2)C[C@H](OCc2ccc(CO)cc2)O1)N1CCCCCCC1
 : /	/	1%	/	1%	/	51%
- Cn1c(Cn2nnc3ccccc32)nnc1SCC(=O)N1c2ccccc2CCc2ccccc21
 : -20	3%	?	-4%	-1%	-10%	84%[activator]
- C=CCn1c(COc2ccccc2F)nnc1SCC(=O)c1c[nH]c2ccccc12
 : -34	-10%	-9%	15%	2%	?	4%
- CC(C)(C)C(=O)CN1C2=NCCN2c2ccccc21
 : -20	-2%	0%	-14%	8%	4%	-20%
- Cn1c(NC(=O)c2ccc(C(C)(C)C)cc2)cc(=O)n(C)c1=O
 : ?	0%	?	-3%	1%	2%	-10%

# A different layout for some results above:
CCOC(=O)c1c(NC(=O)OC)sc(C(=O)N(C)C)c1C
  HCMV antiviral = -18	TbPYK inhibitor = ?	AmpC detergent = -3%	AMA1-RON2 inh = 6%	LmPK inhibitor = 3%	HCV inhibitor = -23%	AmpC no deterg = -6%
Cc1ccc(-n2cc(C(=O)c3cc(Cl)ccc3O)cc(C#N)c2=O)cc1
  HCMV antiviral = ?	TbPYK inhibitor = -2%	AmpC detergent = ?	AMA1-RON2 inh = 0%	LmPK inhibitor = 4%	HCV inhibitor = ?	AmpC no deterg = -36%

# Following part
# Under each structure – HCMV antiviral	TbPYK inhibitor	AmpC detergent	AMA1-RON2 inh	LmPK inhibitor	HCV inhibitor	AmpC no deterg
- Cc1cccc(-c2nc3cc([N+](=O)[O-])ccc3o2)c1
 : -20	-4%	7%	0%	-29%	-3%	-11%
- Nc1cc(N)nc(SCC(=O)NCc2ccc3c(c2)OCO3)n1
 : -13	-1%	/	5%	/	1%	-24%
- COc1ccc2cc(C(=O)N3CCN(c4ccc(F)cc4)CC3)[nH]c2c1
 : -28	-10%	-2%	-8%	-1%	-26%	-12%
- COc1ccc(C2C3=C(CC(C)(C)CC3=O)N(C)C3=C2C(=O)CC(C)(C)C3)cc1OC
 : -24	4%	6%	0%	2%	9%	63%[activator]
- CCC(C)c1ccccc1NC(=S)NC(=O)c1ccco1 (stereo not drawn)
 : -37	-8%	-5%	46%[activator]	-1%	-15%	-16%
